MmCpn inh: Inhibitors of TCP-1 ring complex (TRiC) of Methanococcus maripaludis (MmCpn): qHTS. Chaperonin Mm-Cpn (Methanococcus maripaludis). purified Mm-Cpn ATPase, ADP Transcreener TR-FRET. Potency, µM (series often up to 76.9 µM), for the others: at the highest dose activity, negative = inhibition, hits mostly inhibitors. actives 0.031% (n = 330,000); note: potency is the fitted concentration of half-maximal effect; % is set by controls: 0 for no effect and ±100 for the full control effect; nearly all actives have a fitted effect of over 80% in size
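ATPase read-out: TR-FRET ADP immunoassay (anti-ADP Eu cryptate vs ADP-d2), ex 320 nm, em 590/665 nm; signal drops as ADP forms. Enzyme 25 nM, ATP 10 uM, 30 min at 37°C after 10 min compound preincubation.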
CCT modulator: High-Throughput Screening for Modulators of Cytosolic Chaperonin Activity; purified chaperonin ATPase assay, HTRF ADP detection, 30 min; activity change, % (concentration not given with the values), hits read low; actives 0.3% (n = 360,000); AID 651819, 2012; in the data active = activity change below about -30%; note: % is set by controls: 0 for no effect and ±100 for the full control effect
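ATPase activity: ADP formed was measured by HTRF Transcreener (665/615 nm ratio) after 30 min at 37 deg C with 10 uM ATP. Compounds screened at one 76 uM concentration against 40 or 20 nM TRiC in Tris pH 7.4/KCl/MgCl2/DTT buffer.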
Akt phos inh: HTS Assay for Inhibitors of Akt Phophorylation: Primary Screen | AID 651550, 2012 | actives 0.32% (n = 360,000) | Neuro2A IGF-stimulated pAkt S473 HTRF, 20 min; stronger effect = lower value | activity change, % for hits at 50 µM; in the data active = activity change below about -80%; inconclusive = mostly about -51% to -80%; note: % is set by controls: 0 for no effect and ±100 for the full control effect
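Neuro2A cells in DMEM with 0.5% FBS, overnight at 37 deg C, given compound at single 50 µM final, then IGF (6 nM final) for 20 min at 37 deg C. Lysed; phospho-Akt Ser473 by HTRF after 24 h, 665/615 ratio.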
D3 antag: qHTS of D3 Dopamine Receptor Antagonist: qHTS. D(3) dopamine receptor (Homo sapiens), P35462. D3R cells, DiscoveRx beta-arrestin luminescence, antagonist mode; stronger effect = lower value. max response, negative = inhibition, %. actives 2.5% (n = 360,000); in the data active = max response below about -50%; inconclusive = no clear call, values can overlap the other calls; note: % is set by controls: 0 for no effect and ±100 for the full control effect; mostly tested at two doses, the higher about 12 µM
Target sequence (P35462 whole entry, looked up): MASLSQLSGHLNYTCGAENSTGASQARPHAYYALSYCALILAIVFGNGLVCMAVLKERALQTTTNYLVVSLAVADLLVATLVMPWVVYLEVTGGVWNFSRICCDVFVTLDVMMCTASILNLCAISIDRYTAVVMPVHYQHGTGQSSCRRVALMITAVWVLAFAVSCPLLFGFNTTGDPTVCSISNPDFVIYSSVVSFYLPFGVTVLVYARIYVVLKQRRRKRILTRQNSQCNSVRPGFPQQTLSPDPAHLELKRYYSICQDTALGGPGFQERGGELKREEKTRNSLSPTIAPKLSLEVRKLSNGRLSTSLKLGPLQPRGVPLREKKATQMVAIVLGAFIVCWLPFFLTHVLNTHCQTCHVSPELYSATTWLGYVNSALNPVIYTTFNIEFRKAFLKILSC
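Cells expressing the human receptor were seeded at 1500 cells/well, incubated overnight at 37 degrees C in 5% CO2, then exposed to library compounds with dopamine controls for 90 minutes at 37 degrees C before luminescent detection.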
PTHR1 ag: qHTS for PTHR1 Agonists: Primary Screen. actives 0.075% (n = 410,000). Parathyroid hormone/parathyroid hormone-related peptide receptor (Homo sapiens), Q03431. Potency, µM (titrated, usually from 115 µM), without a hit: at the highest dose activation, usual class: activators. HEK293 GP2 PTHR1 cells, GloSensor cAMP luminescence, 1 h; note: potency is the fitted concentration of half-maximal effect; nearly all actives have a fitted effect of over 55% in size; some results filed as inactive show a strong effect at the top dose; inactives centre near -15; many of its hits are not listed in these tables
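HEK-293-derived GP2 cells expressing PTHR1 and a GloSensor cAMP reporter, 3,000/well, plated overnight, given luciferin plus IBMX (each 0.5 mM as added) for 1 h at 37 °C, then compound for 1 h at 37 °C. Luminescence was read after 15 min at room temperature.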
EPAC2 antag: qHTS for Antagonist of cAMP-regulated guanine nucleotide exchange factor 2 (EPAC2): primary screen; Rap guanine nucleotide exchange factor 4 (Homo sapiens), Q8WZA2; EPAC2 GEF exchange of Rap1B-BODIPY-GDP, fluorescence; Potency, µM (top dose mostly 114 µM), inactives show at the top dose activity, negative = inhibition, usual class: inhibitors; actives 0.18% (n = 360,000); AID 720708, 2013; note: potency is the fitted concentration of half-maximal effect; % is set by controls: 0 for no effect and ±100 for the full control effect; nearly all actives have a fitted effect of over 45% in size; many of its hits are not listed in these tables
EPAC2 ag: qHTS for Agonist of cAMP-regulated guanine nucleotide exchange factor 4 (EPAC2): primary screen; AID 720711, 2013; actives 0.079% (n = 360,000); EPAC2 activation, biochemical qHTS; response scale: 100% = 6.5 mM cAMP response; Potency, µM (series often up to 154 µM), for the others: at the top dose activation, usual class: activators; note: potency is the fitted concentration of half-maximal effect; nearly all actives have a fitted effect of over 50% in size
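Fluorescence exchange assay: 100 nM EPAC2 with 250 nM RAP1B-BODIPY-GDP and 50 uM GDP; compounds tested as a concentration-titration series (qHTS). Loss of Rap1-bound BODIPY-GDP fluorescence read at 480/540 nm; data normalized to 6.5 mM cAMP.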
DRD3 agonist: qHTS of D3 Dopamine Receptor Agonist: qHTS; actives 0.58% (n = 410,000); AID 652048, 2013; max activation, %; D3R DiscoveRx beta-arrestin cells, luminescence, 90 min; in the data active = max activation above about 30%; note: 0% is about no effect; mostly tested at two doses, the higher about 12 µM
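Agonist-mode cell screen: cells plated at 1500/well and incubated overnight at 37 °C, then exposed to library compounds for 90 min at 37 °C. Detection reagent was added for 30–60 min at room temperature, and luminescence was read.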
The depositor's hits bear a star; i = inactive; u = inconclusive; x = not tested or not shown; & = joins results of further samples; [ ] = dose if it differs, or a comment. Unless noted, calls come from the whole dose curve; as a rule, active = well fitted curve in the direction sought with a large enough effect; inconclusive = small, poorly fitted or top-dose-only effect, or another doubt; inactive = no such curve, though single readings can be large; an effect the other way counts as inactive or inconclusive. Only part of the results is shown; count on the stated rates, not on these rows.

Start of the listing, in advance:
SMILES | MmCpn inh | CCT modulator | Akt phos inh | D3 antag | PTHR1 ag | EPAC2 antag | EPAC2 ag | DRD3 agonist
O=C1NC2C(=CC(O)C(O)C2O)c2cc3c(c(O)c21)OCO3 (configuration not stated) | x | 2.9 | i | u | -13% | 7% | -1% | -18
CC[C@H]1OC(=O)C[C@@H](O)[C@H](C)[C@@H](O[C@@H]2O[C@H](C)[C@@H](O[C@H]3C[C@@](C)(O)[C@@H](O)[C@H](C)O3)[C@H](N(C)C)[C@H]2O)[C@@H](CC=O)C[C@@H](C)C(=O)/C=C/C(C)=C/[C@@H]1CO[C@@H]1O[C@H](C)[C@@H](O)[C@@H](OC)[C@H]1OC | x | -3.0 | i | -7 | -18% | 8% | 1% | -36&-1&9
Cc1cc(NC(=O)CCl)on1 | -1% | 0.3 | i | -13 | -59%[inhibitor] | 10% | 4% | -8
O=c1[nH]c(O)c(C=NC2CCN(Cc3ccccc3)CC2)c(=O)[nH]1 | 1% | -3.6 | i | 0 | -22%[57.5 µM] | -2% | 11% | -8
C=CCc1ccc(OC(=O)NC2CCCCC2)c(OC)c1 | 1% | -0.6 | i | -4 | -40%[inhibitor] | -3% | -4% | 9
COc1cc(CN2CCN(c3cc(C)ccc3C)CC2)ccc1O | -10% | -1.8 | i | u | -15% | -7% | 15% | -13
Cc1ccccc1NC1=NCCCS1 | 2% | -7.4 | i | -15 | -13%[57.5 µM] | 4% | -4% | -8
CCOC(=O)C1=C(N)OC2=C(C(=O)CC(C)(C)C2)C12C(=O)Nc1ccccc12 (configuration not stated) | 1% | 1.8 | i | -9 | i | 2% | 0% | 9
Cc1nn(CC(C)C)c(Cl)c1C(=O)NC1CCC(C)CC1 (configuration not stated) | -5% | 0.7 | i | 0 | -16% | 2% | -1% | 13
Cc1cc2c(cc(C(=O)N3CCC(C(=O)NC4CCCC4)CC3)n2Cc2c(F)cccc2Cl)o1 | 1% | -0.1 | i | -2 | -37%[inhibitor] | -15% | 0% | 2
CCCC(=O)c1cc(CP(=O)(OCC)OCC)oc1C | -5% | 0.8 | i | 22 | i | 0% | 2% | 2

The list itself, from the first entry:
SMILES | MmCpn inh | CCT modulator | Akt phos inh | D3 antag | PTHR1 ag | EPAC2 antag | EPAC2 ag | DRD3 agonist
O=C1NC2C(=CC(O)C(O)C2O)c2cc3c(c(O)c21)OCO3 (configuration not stated) | x | 2.9 | i | u | -13% | 7% | -1% | -18
CC[C@H]1OC(=O)C[C@@H](O)[C@H](C)[C@@H](O[C@@H]2O[C@H](C)[C@@H](O[C@H]3C[C@@](C)(O)[C@@H](O)[C@H](C)O3)[C@H](N(C)C)[C@H]2O)[C@@H](CC=O)C[C@@H](C)C(=O)/C=C/C(C)=C/[C@@H]1CO[C@@H]1O[C@H](C)[C@@H](O)[C@@H](OC)[C@H]1OC | x | -3.0 | i | -7 | -18% | 8% | 1% | -36&-1&9
Cc1cc(NC(=O)CCl)on1 | -1% | 0.3 | i | -13 | -59%[inhibitor] | 10% | 4% | -8
O=c1[nH]c(O)c(C=NC2CCN(Cc3ccccc3)CC2)c(=O)[nH]1 | 1% | -3.6 | i | 0 | -22%[57.5 µM] | -2% | 11% | -8
C=CCc1ccc(OC(=O)NC2CCCCC2)c(OC)c1 | 1% | -0.6 | i | -4 | -40%[inhibitor] | -3% | -4% | 9
COc1cc(CN2CCN(c3cc(C)ccc3C)CC2)ccc1O | -10% | -1.8 | i | u | -15% | -7% | 15% | -13
Cc1ccccc1NC1=NCCCS1 | 2% | -7.4 | i | -15 | -13%[57.5 µM] | 4% | -4% | -8
CCOC(=O)C1=C(N)OC2=C(C(=O)CC(C)(C)C2)C12C(=O)Nc1ccccc12 (configuration not stated) | 1% | 1.8 | i | -9 | i | 2% | 0% | 9
Cc1nn(CC(C)C)c(Cl)c1C(=O)NC1CCC(C)CC1 (configuration not stated) | -5% | 0.7 | i | 0 | -16% | 2% | -1% | 13
Cc1cc2c(cc(C(=O)N3CCC(C(=O)NC4CCCC4)CC3)n2Cc2c(F)cccc2Cl)o1 | 1% | -0.1 | i | -2 | -37%[inhibitor] | -15% | 0% | 2
CCCC(=O)c1cc(CP(=O)(OCC)OCC)oc1C | -5% | 0.8 | i | 22 | i | 0% | 2% | 2
CCCNC(=O)N1[C@H]2CC[C@@H]1C(C(=O)OC)=C(c1ccc(-c3ccccc3)c(F)c1)C2 | -3% | -2.7 | i | 11 | -29% | -23% | 15% | 13
COC(=O)c1cccc(NC(=O)N2C[C@H]3C[C@@H](C2)c2cccc(=O)n2C3)c1 | -1% | -1.2 | i | 14 | i | -5% | -4% | -5
COc1ccc2[nH]c3c(c2c1)CCNC3 | -8% | -1.3 | i | u | i | 19% | 3% | -43
O=S1(=O)N(Cc2ccc(F)cc2)CCCN1Cc1ccccc1Cl | 2% | -2.2 | i | -26 | -24% | -9% | 17% | -18
CCCCCC(=O)N[C@@H](c1ccccc1)[C@@H](O)C(=O)O[C@H]1C[C@@]2(O)[C@@H](OC(=O)c3ccccc3)C3[C@](C)(C(=O)[C@H](O)C(=C1C)C2(C)C)[C@@H](OC1OCC(O)C(O)C1O)C[C@H]1OC[C@@]31OC(C)=O (some centres not stated) | -2% | 0.1 | i | 12 | -14% | -11% | -11% | 2
ClCCN(CCCl)c1ccc(C2=NCCc3ccccc32)cc1 | x | -1.9 | i | -15 | -26% | 6% | 2% | 2
CCCCn1c(=O)c(C(=O)Nc2ccccc2C)c(O)c2ccccc21 | 2% | 2.9 | i | 10 | -6% | -1% | 5% | 10
Cc1cc(OC(C)C(=O)N[C@H](C(=O)O)c2ccccc2)c2c3c(c(=O)oc2c1)CCC3 (some centres not stated) | -3% | -2.5 | i | -7 | -24% | u | -7% | 9
c1ccc(C2N3CCCN23)cc1 (configuration not stated) | 0% | 0.8 | i | 15 | -20% | 3% | -1% | 2

Next part; it opens with the 2 that closed the last part.
SMILES | MmCpn inh | CCT modulator | Akt phos inh | D3 antag | PTHR1 ag | EPAC2 antag | EPAC2 ag | DRD3 agonist
Cc1cc(OC(C)C(=O)N[C@H](C(=O)O)c2ccccc2)c2c3c(c(=O)oc2c1)CCC3 (some centres not stated) | -3% | -2.5 | i | -7 | -24% | u | -7% | 9
c1ccc(C2N3CCCN23)cc1 (configuration not stated) | 0% | 0.8 | i | 15 | -20% | 3% | -1% | 2
Cc1nc2cc(-c3ccccc3)nn2c(C)c1CCC(=O)N1CCC2(CC1)OCCO2 | 0% | -2.8 | i | u | -81%[inhibitor] | -6% | 6% | -3
COc1ccc(NC2=NCC(C)S2)cc1 (configuration not stated) | u | -1.8 | i | -9 | -25% | -4% | 5% | -10
Cc1c(C=C2C(=O)N(C)C(=S)N(C)C2=O)c2ccccc2n1CC(=O)NCC1CCCO1 (configuration not stated) | u | -0.5 | i | 8 | -8% | 4% | 4% | 0
Cc1nc2c(-c3ccccc3)c(C)nn2c(C)c1CCC(=O)N1CCC2(CC1)OCCO2 | -1% | -0.2 | i | 7 | -2%[57.5 µM] | -2% | -2% | 29
CC1=CC2OC3CC4OC(=O)C=CC=CC(C(C)O)OCC(O)C5(C)OC5C(=O)OCC2(CC1O)C4(C)C31CO1 (configuration not stated) | x | -1.6 | i | -18 | i | -3% | 15% | -6
NP(=O)(OCCCc1ccccc1)Oc1ccc(Cl)cc1 (configuration not stated) | -1% | 1.1 | i | 0 | -28% | -24% | 3% | 4
CC(C)(C)[C@]1(O)C[C@@H]2OC(=O)C[C@@]23C(=O)O[C@@H]2OC(=O)[C@@H](O)C213 (some centres not stated) | 3% | 0.1 | i | 4 | i | 0% | 7% | 1
